esBAF inh = Bmi1 luciferase reporter increase in mESCs, primary screen, esBAF inhibitor project, mouse ES cells, Bmi1 luciferase knock-in, single point | 24 h; 100% = twice the neutral-well signal | reporter increase, % at 12.5 µM | AID 602393, 2012 | 350,000 compounds, 2% hits; in the data active = activation above about 40%;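 also: 0% = median of the plate's neutral control wells and 100% = double that signal; a rise in the Bmi1 reporter signal indicates esBAF inhibition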
C2C12 statin = suppressors of statin myotoxicity in C2C12 myotubes, primary screen, cell-based, single point, plate reader; rescue of ATP level, % at 7.49 µM; AID 602340, 2012; 330,000 compounds, 0.78% hits; C2C12 myotubes + simvastatin, ATP luminescence, 48 h; scaled: DMSO 0, geranylgeraniol control 100;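 active = mean ATP rescue above about 67%, or every replicate alone reaching that limit, limit read from the data, passing the limit was not always enough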;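 also: myotubes were challenged with 10 µM simvastatin during compound exposure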
ERp5 inh = inhibitors of ERp5-driven insulin aggregation, primary screen, biochemical, turbidity, absorbance 650 nm, single point. inhibition, % at 9.99 µM. 90 min. 350,000 compounds, 0.05% hits. AID 651711, 2012;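 active = mean replicate inhibition above about 25%, with every replicate also reaching it, limit read from the data, passing the limit was not always enough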
Target sequence (Q15084 whole entry, looked up): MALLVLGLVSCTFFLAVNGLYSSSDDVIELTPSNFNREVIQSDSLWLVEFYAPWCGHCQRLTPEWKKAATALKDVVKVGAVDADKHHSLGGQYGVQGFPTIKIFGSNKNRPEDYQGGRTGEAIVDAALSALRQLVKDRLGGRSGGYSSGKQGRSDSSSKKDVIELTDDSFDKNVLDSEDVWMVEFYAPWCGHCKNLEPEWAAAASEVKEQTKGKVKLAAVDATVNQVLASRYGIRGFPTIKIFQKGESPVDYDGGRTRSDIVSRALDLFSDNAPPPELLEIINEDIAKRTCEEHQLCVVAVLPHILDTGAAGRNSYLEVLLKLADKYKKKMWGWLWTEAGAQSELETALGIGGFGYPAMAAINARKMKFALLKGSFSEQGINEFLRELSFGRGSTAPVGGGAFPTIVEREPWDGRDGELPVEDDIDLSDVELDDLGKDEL
miR-122 sensor = miR-122 Renilla sensor signal increase in Huh7, primary screen, miR-122 inhibitor project, cell-based, single point, plate reader | activation (reporter increase), % at 12.5 µM | Huh7 miR-122 Renilla luciferase sensor, 48 h; neutral wells = 0, positive control = 100 | 340,000 compounds, 0.3% hits;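 active = mean replicate activation score at least 90 and every replicate individually at or above 90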;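 also: higher luciferase means less miR-122 activity so hits act as miR-122 inhibitors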
SIRT5 block = SIRT5 desuccinylase inhibitors, primary screen, biochemical, fluorescence imaging, single point, set 5; inhibition, % at 15 µM; 330,000 compounds, 1.1% hits; Purified SirT5, succinyl-peptide AMC, trypsin-coupled fluorescence; in the data active = inhibition above about 15%
Target sequence (Q9NXA8 whole entry, looked up): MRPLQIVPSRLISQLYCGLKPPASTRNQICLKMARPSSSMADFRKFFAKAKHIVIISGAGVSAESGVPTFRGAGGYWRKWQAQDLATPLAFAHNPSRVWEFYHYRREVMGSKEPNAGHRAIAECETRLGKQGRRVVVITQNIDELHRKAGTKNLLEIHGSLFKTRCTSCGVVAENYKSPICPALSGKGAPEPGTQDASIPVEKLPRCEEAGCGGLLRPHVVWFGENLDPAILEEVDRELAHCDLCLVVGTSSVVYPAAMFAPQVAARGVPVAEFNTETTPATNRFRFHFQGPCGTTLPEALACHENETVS
Cneo AK release = Cryptococcus neoformans cell lysis inducers, primary screen, AK release luminescence, single concentration | lysis activity, % at 15 µM | 360,000 compounds, 0.2% hits | AID 651654, 2012 | C. neoformans lysis, adenylate kinase release luminescence, 4 h; normalised: neutral wells 0, clomiphene wells 100;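 active = mean lysis activity across replicates of at least 80%, whatever share of replicates individually reach that level; inactive = mean lysis activity below 80%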
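Material – Cryptococcus neoformans yeast cells · Quantity – 5 × 10^6 yeast cells/mL · Buffer or medium – YPD medium · Compound – single dose · Timing – 4 h static compound exposure, 37 °C, read 1 h post-reagent · Signal – adenylate kinase release luminescence · Read-out basis – lysis from increased AK signal · Benchmarks – Clomiphene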
ARNT TACC3 PPI = disruptors of ARNT/TACC3 protein interaction, primary screen, biochemical, AlphaScreen, single concentration. AlphaScreen His-ARNT PAS-B/GST-TACC3 binding, luminescence; TACC3 fragment carries E629A point mutation. 390,000 compounds, 0.66% hits. inhibition, % at 9.99 µM;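 active = mean inhibition of replicates at least 50% and at least half of replicates each reaching 50%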;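 also: 0% = complete ARNT plus TACC3 wells and 100% = ARNT alone without TACC3; many hits fall short of the cut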
Active calls of the source: *; x = not tested or not shown; & = joins results of further samples; [ ] = dose if it differs, or a comment.

entry	Structure	esBAF inh	C2C12 statin	ERp5 inh	miR-122 sensor	SIRT5 block	Cneo AK release	ARNT TACC3 PPI
1	CCN(CC)CCN1C(=O)C2C(C(=O)Nc3ccc(Br)cc3)C3C=CC2(O3)C1C(=O)NC1CCCCC1 (stereo not drawn)	-6	3	2	-5	-2	5	1
2	CC(=O)Nc1cc([N+](=O)[O-])ccc1OCc1ccccc1	4	-7	-3	x	-1	-10	3
3	Cc1csc(=O)n1CC(=O)Nc1ccc(Cl)c(Cl)c1	-1	-2	-3	15	-2	1	2
4	O=P(c1ccccc1)(c1ccccc1)c1nc(-c2ccccc2)oc1NCc1ccccc1	x	x	1	x	-3	x	-2
5	O=C(CSc1n[nH]c(=O)[nH]c1=O)NC1CCCCC1	4	-15	2	0	-7	3	27
6	CCC1Oc2ccccc2N(CC(=O)NCCCN2CCCCC2C)C1=O (stereo not drawn)	-1	-9	x	4	x	-1	-4
7	O=C(O)c1cccc2c1C(=O)c1cc([N+](=O)[O-])cc([N+](=O)[O-])c1-2	4	-2	-7	-7	-2	-1	x
8	COc1ccc(CS(=O)(=O)CC2(O)CCN(C(=O)c3cccc(C(F)(F)F)c3)CC2)cc1	x	x	1	x	1	x	-1
9	C[C@@H]1CN([C@@H](C)CO)C(=O)c2cc(NC(=O)CCN3CCOCC3)ccc2O[C@H]1CN(C)C(=O)Nc1cccc2ccccc12	-5	7	0	-5[16.7 µM]	-2	41	12
10	CC(C)(C)OC(=O)NCCCCCC(=O)N/N=C/c1coc2ccccc2c1=O	13	5	6	3	x	x	4

Continued (5 carried over from the part before).
entry	Structure	esBAF inh	C2C12 statin	ERp5 inh	miR-122 sensor	SIRT5 block	Cneo AK release	ARNT TACC3 PPI
6	CCC1Oc2ccccc2N(CC(=O)NCCCN2CCCCC2C)C1=O (stereo not drawn)	-1	-9	x	4	x	-1	-4
7	O=C(O)c1cccc2c1C(=O)c1cc([N+](=O)[O-])cc([N+](=O)[O-])c1-2	4	-2	-7	-7	-2	-1	x
8	COc1ccc(CS(=O)(=O)CC2(O)CCN(C(=O)c3cccc(C(F)(F)F)c3)CC2)cc1	x	x	1	x	1	x	-1
9	C[C@@H]1CN([C@@H](C)CO)C(=O)c2cc(NC(=O)CCN3CCOCC3)ccc2O[C@H]1CN(C)C(=O)Nc1cccc2ccccc12	-5	7	0	-5[16.7 µM]	-2	41	12
10	CC(C)(C)OC(=O)NCCCCCC(=O)N/N=C/c1coc2ccccc2c1=O	13	5	6	3	x	x	4
11	Cc1ccc(F)c(NC(=O)c2c(-c3ccccc3)noc2C)c1	x	x	1	x	-2	1	-3
12	O=C(NCC1CCCCC1)C1(CC2CC(c3cccc(Br)c3)=NO2)CCNCC1 (stereo not drawn)	4	-46	-3	-17	x	1	3
13	C[C@H](CO)N1C[C@H](C)[C@H](CN(C)S(=O)(=O)c2ccc(C#N)cc2)OCc2cnnn2CCCC1=O	0	3	-2	5	-1&-4	-1	x
14	O=c1onc(-c2cccnc2)n1-c1ccccc1F	-6	-16	2	3	-4	-3	-2
15	CN(C[C@@H]1[C@@H](c2ccccc2)[C@H](CO)N1C(=O)C1CC1)C(=O)c1ccccn1	-6	-2	x	0[16.7 µM]	x	2	1
16	O=C(NC(Cc1ccc(O)cc1)C(=O)O)c1ccc2c(c1)OCO2 (stereo not drawn)	5	-2	-11	x	-3	0	-9
17	CC(=O)CSc1nnc(Cc2ccc3c(c2)OCO3)o1	8	5	x	-7	x	2	-4
18	O=S(=O)(NCc1ccc(Cl)cc1Cl)c1cccs1	20	-4	-1	28	-3	1	-9
19	Brc1ccc(-c2cnc3n2CCCC3)cc1	-5	-29	x	6	x	14	-4
20	Cc1ccc(N2C(=O)CC(Cc3ccc(Cl)cc3)C2=O)cc1 (stereo not drawn)	-5	-7	1	-1	-5	0	1

More results follow.
entry	Structure	esBAF inh	C2C12 statin	ERp5 inh	miR-122 sensor	SIRT5 block	Cneo AK release	ARNT TACC3 PPI
21	CCN1C(=O)[C@H]2[C@@H](c3ccc(OC)cc3)N3C(=O)CN(CC4CC4)C(=O)[C@@]3(C)[C@H]2C1=O	-4	-1	-9	x	1	10	-3
22	O=C(CN1CCN(Cc2ccc(Cl)cc2)CC1)N/N=C/c1cccs1	x	x	5	1	1	-2	-2
23	Cc1ccc(S(=O)(=O)N(C)C[C@@H]2Oc3c(NS(=O)(=O)c4ccc(F)cc4)cccc3C(=O)N([C@@H](C)CO)C[C@H]2C)cc1	-1	-27	x	7[16.7 µM]	x	4	11
24	CC(C)(C)NC(=O)C[n+]1ccc(C(N)=O)cc1	x	x	4	x	-3	-2	-2
25	CCOC(=O)N1CCN(c2nc3ccccc3n3cnnc23)CC1	-3	4	0	-4	0	x	1
26	COc1cccc(NC(=O)N(C)C[C@@H]2Oc3cc(C#Cc4ccc(F)cc4)ccc3S(=O)(=O)N([C@@H](C)CO)C[C@@H]2C)c1	-16	-35	0	1[16.7 µM]	-2	1	-1
27	CCc1ccc(CCC(=O)Nc2ccc(S(N)(=O)=O)cc2)o1	4	x	x	-7	x	1	-5
28	Cc1ccc(C(=O)NC(=S)Nc2ccc(NC(=O)c3cccs3)cc2)cc1[N+](=O)[O-]	x	x	5	x	0	x	-3
29	COc1ccc(C(=O)COC(=O)Cn2c(C)csc2=O)c(OC)c1	20	-4	-4	2	0	-4	-1
30	Cc1sc(NC(=O)c2ccco2)c(C(c2cccnc2)N2CCN(C)CC2)c1C (stereo not drawn)	20	-1	x	-8	x	-1	-10

The list continues:
entry	Structure	esBAF inh	C2C12 statin	ERp5 inh	miR-122 sensor	SIRT5 block	Cneo AK release	ARNT TACC3 PPI
31	CCC(C)(C(=O)NC1CCCCC1)N(C(=O)c1ccccn1)c1ccc(C)cc1 (stereo not drawn)	14	33	x	1	x	1	-3
32	Cc1c2c(nc3ccccc13)OCC2	-2	5	5	6	x	-1	-1
33	O=C(Nc1ccc(F)cc1)N1CCCCN2[C@H](CO)[C@@H](c3ccc(-c4ccncc4)cc3)[C@@H]2C1	x	x	-2	-6[16.7 µM]	0	-1	-1
34	CCOc1cc(/C=N/NC(=O)c2ccncc2)cc(Cl)c1OS(C)(=O)=O	8	-5	0	0	-26	0	9
35	Cc1cc(F)ccc1NC(=O)C(C)n1c2ccccc2c2nc(=O)cc(C)n21 (stereo not drawn)	-2	-37	7	-9	-2	-3	-11
36	CCCCN(C=O)c1c(CC)nc2ccc(C(=O)N3CCCCC3)cn12	0	2	3	4	44*	-2	x
37	Cc1noc(C)c1NC(=O)Nc1ccc2c(c1)CC(=O)N([C@H](C)CO)C[C@H](C)[C@@H](CN(C)C(=O)Nc1c(C)noc1C)O2	-2	-37	3	-4[16.7 µM]	0	-2	2
38	Cn1c(SCC(=O)Nc2ccccc2Oc2ccccc2)nnc1C1CC1	-3	26	7	1	-14	-1	-3
39	CO[C@H]1CN(C)C(=O)c2cc(NS(=O)(=O)CC(F)(F)F)ccc2OC[C@H](C)N(Cc2ccccn2)C[C@H]1C	-3	2	-4	x	-1	15	40
40	O=C(COC(=O)CNC(=O)c1ccc(-c2ccccc2)cc1)NCc1ccco1	0	-1	-1	-5	-1	1	8

More compounds:
entry	Structure	esBAF inh	C2C12 statin	ERp5 inh	miR-122 sensor	SIRT5 block	Cneo AK release	ARNT TACC3 PPI
41	C[C@@H]1CCCCO[C@H](CN(C)C(=O)Nc2ccc(F)cc2)[C@@H](C)CN([C@@H](C)CO)C(=O)c2cc(NC(=O)c3ccncc3)ccc2O1	4	x	3	4[16.7 µM]	0	-2	-14
42	COc1cc(C2CC(=O)Nc3ccccc3S2)cc(OC)c1OC (stereo not drawn)	-2	-5	3	-3	-7	2	3
43	COc1ccc(C(=O)CCS(=O)(=O)c2ccc(C)cc2)cc1	-1	-3	-1	x	-3	-1	-1
44	COC(=O)[C@@]12CCCCN1[C@H](c1ccc(-c3ccc(Cl)c(Cl)c3)c(OC)c1)[C@@H]1C(=O)N(C)C(=O)[C@@H]12	7	4	x	-4	x	-10	2
45	CC(=O)Nc1cccc(C(=O)OCC(=O)Nc2ccc(Cl)cn2)c1	x	-6	1	2	4	-1	-21
46	Cc1ccccc1Nc1nc(Nc2ccccc2C)nc(SC2=NCCS2)n1	-9	-12	17	25	1	0	x
47	COc1cccc(C2C(C#N)=C(N)OC(C(C)(C)C)=C2C#N)c1 (stereo not drawn)	0	8	x	4	x	-2	-1
48	CCN(CC)Cc1c(O)c(Cl)cc2c3c(c(=O)oc12)CCCC3	-2	1	x	-3	x	-4	x
49	O=C(Nc1ccc(Cc2ccncc2)cc1)c1cccs1	0	-4	3	9	-2	-5	-5
50	Cc1cccc(NC(=O)CSc2nc3ccc(N4C(=O)c5ccccc5C4=O)cc3s2)c1C	6	0	x	-3	x	-2	-5

The listing continues.
entry	Structure	esBAF inh	C2C12 statin	ERp5 inh	miR-122 sensor	SIRT5 block	Cneo AK release	ARNT TACC3 PPI
51	Cc1cccc(-n2ccc(=O)c(C(=O)Nc3ccc(S(=O)(=O)Nc4nccc(C)n4)cc3)n2)c1	-3	8	2	14	-3	0	-5
52	N#CCCN(C(=O)CSc1nc2nc(-c3cccs3)cc(C(F)(F)F)c2c(=O)[nH]1)c1ccccc1	-3	8	0	-4	-1	0	-7
53	O=[N+]([O-])c1ccc(-n2nncc2-c2ccc(Cl)cc2)cc1	-6	-11	-14	-1	-1	0	2
54	CCN(CC)CC#CC(C)OCOCC#CCOC (stereo not drawn)	3	4	x	-3	x	-1	-17
55	CCOc1ccc(Nc2nc(N)nc(CN3CCN(c4ccccc4F)CC3)n2)cc1	x	x	0	-4	0	1	11
56	O=C(C[C@@H]1CC[C@H](NS(=O)(=O)c2ccccc2F)[C@H](CO)O1)NCCCN1CCOCC1	-1	4	-7	10[16.7 µM]	-2	-1	-1
57	COc1cc(C(=O)n2nc(C)cc2C)cc(OC)c1OC	-4	-3	x	-11	x	1	-2
58	CSC1=NC(=O)/C(=C/c2ccc(SC)cc2)S1	x	x	2	x	0	x	6
59	CCOc1ccccc1NC(=O)C1CCN(C(=O)C2CC(=O)N(c3ccc(C)cc3)C2)CC1 (stereo not drawn)	-11	0	1	x	2	3	-5
60	COCC1CCCCN1Cc1cn[nH]c1-c1ccc(OC)cc1OC (stereo not drawn)	-2	-3	-5	0	4	3	-19

The list continues:
entry	Structure	esBAF inh	C2C12 statin	ERp5 inh	miR-122 sensor	SIRT5 block	Cneo AK release	ARNT TACC3 PPI
61	Cc1ncsc1C(=O)N1CCCC(C(=O)c2ccc3ccccc3c2)C1 (stereo not drawn)	2	-5	4	-5	2	0	-1
62	C#CCOCCOCCOCCNc1nc(N2CCOCC2)nc(N2CCN(C(=O)[C@H](Cc3ccc(O)cc3)n3cc(CCO)nn3)CC2)n1	-4	11	x	-7	x	2	-3
63	CCn1c(SCC(=O)N2CCCC2)nc2ccccc21	x	x	4	-11	-7	x	-5
64	Cn1c(=O)n(-c2cccc(Cl)c2)c(=O)n1C	-5	0	x	-4	x	0	-13
65	CC(C)CCn1c(CN2CCN(C(=O)c3ccco3)CC2)nc2c1c(=O)n(C)c(=O)n2C	9	x	-6	-2	-7	0	7

Bioassay records deposited in PubChem by Broad Institute.
